Screening results as filed in PubChem BioAssay.
HP1b chromo inh: blocks HP1-beta chromodomain binding to methylated histone tails. AID 540317. Potency, µM (doses to about 114 µM), for inactives: at the highest dose activity change, negative = inhibition, usual class: inhibitors. AlphaScreen HP1-beta / biotin-H3K9me3 peptide binding. P83916. 390,000 tested, 0.56% active; also: potency is read from the fitted curve at half-maximal effect; nearly all actives have a fitted effect of over 70% in size; inactives centre near 23
Target sequence (P83916 whole entry, looked up): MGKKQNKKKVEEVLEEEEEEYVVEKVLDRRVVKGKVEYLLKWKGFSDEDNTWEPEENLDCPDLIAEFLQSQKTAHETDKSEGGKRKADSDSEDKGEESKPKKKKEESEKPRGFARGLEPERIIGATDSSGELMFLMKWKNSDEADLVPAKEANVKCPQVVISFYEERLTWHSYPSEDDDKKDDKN
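HP1-beta protein (50 nM final) preincubated 30 min at room temperature with biotinylated H3(1-18)K9me3 peptide (50 nM) in PBS pH 7.4, 0.01% Tween-20, then compound added for 30 min. AlphaScreen streptavidin donor/nickel chelate acceptor beads (10 ug/mL final), 30 min dark, luminescence read.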
GLS inhibitor: blocks human kidney-isoform glutaminase activity; Potency, µM (series often up to 45.5 µM), for inactives: top-dose activity change, negative = inhibition, actives largely listed as inhibitors; 410,000 tested, 0.21% active; GLS enzymatic activity, qHTS titration; O94925; also: potency is read from the fitted curve at half-maximal effect; % is scaled to controls: 0 for no effect and ±100 for the full control effect
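Two-point fluorescence kinetic (t0, 30 min RT) for hKGA; glutamate detected via glutamate oxidase–HRP–Amplex Red. Substrate: 1 mM L-glutamine solution; buffer 45 mM KH2PO4, pH 8.2.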
PI4K2A block: PI4K2A (human) kinase inhibition | Q9BTU6 | AID 1346378 | purified PI4K2A, ADP-Glo luminescence, 1 h; stronger effect = lower value | 420,000 tested, 0.13% active | activity change, negative = inhibition, % at 76.9 µM; in the data active = activity change below about -50%; inconclusive = mostly about -30% to -49%;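 also: -100% = wells without enzyme as full effect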
Target sequence (Q9BTU6 whole entry, looked up): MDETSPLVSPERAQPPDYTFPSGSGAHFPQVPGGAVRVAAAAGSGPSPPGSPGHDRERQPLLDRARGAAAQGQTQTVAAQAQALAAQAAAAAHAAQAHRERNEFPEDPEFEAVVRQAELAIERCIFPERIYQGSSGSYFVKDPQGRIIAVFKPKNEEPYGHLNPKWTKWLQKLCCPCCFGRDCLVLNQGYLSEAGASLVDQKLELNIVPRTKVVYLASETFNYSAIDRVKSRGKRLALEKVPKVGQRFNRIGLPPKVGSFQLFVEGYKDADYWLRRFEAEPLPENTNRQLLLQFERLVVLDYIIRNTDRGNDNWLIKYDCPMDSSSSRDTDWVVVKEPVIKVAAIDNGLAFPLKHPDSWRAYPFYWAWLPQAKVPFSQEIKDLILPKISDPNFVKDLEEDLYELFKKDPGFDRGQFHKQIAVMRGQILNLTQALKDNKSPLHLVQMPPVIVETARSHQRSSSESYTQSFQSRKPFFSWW
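In this quantitative HTS, ADP production by PI4K2A was quantified luminescently after 1 h at ambient temperature; 100 microM adenosine served as plate-quality control.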
Pin1 inhibitor: human Pin1 inhibition | Pin1 FP peptide displacement, HiFluor488, 10 min | Q13526 | AID 504891 | Potency, µM (top dose mostly 115 µM), inactives show top-dose activity, negative = inhibition, hits mostly inhibitors | 390,000 tested, 0.009% active; active = well fitted inhibition curve with a large enough effect in the polarisation, with a control signal flat, not every such curve was filed as active; inconclusive = small, poorly fitted or top-dose-only effect, or effect the other way, or a change in a side signal; inactive = no such curve, though single readings can be large or run the other way; the % refers to the polarisation; also: potency is read from the fitted curve at half-maximal effect; % is scaled to controls: 0 for no effect and ±100 for the full control effect
JMJD2A Tudor: JMJD2A Tudor domain (human) inhibition. O75164. AlphaScreen JMJD2A-Tudor / H3K4me3 peptide binding. Potency, µM (titrated, usually from 114 µM), for the others: at the highest dose activity change, negative = inhibition, actives largely listed as inhibitors. 390,000 tested, 4.4% active; also: potency is read from the fitted curve at half-maximal effect; % is scaled to controls: 0 for no effect and ±100 for the full control effect; nearly all actives have a fitted effect of over 50% in size
BAZ2B inh: blocks human BAZ2B; AlphaScreen BAZ2B-H3K14Ac peptide displacement; Potency, µM (titrated, usually from 114 µM), for inactives: top-dose activity change, negative = inhibition, usual class: inhibitors; 360,000 tested, 4.4% active; AID 504333; also: potency is read from the fitted curve at half-maximal effect; % is scaled to controls: 0 for no effect and ±100 for the full control effect; nearly all actives have a fitted effect of over 60% in size
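Inhibition is scored as reduced AlphaScreen emission. The BAZ2B/b-H3(5-23)K14Ac complex (50 nM each) in PBS pH 7.4, 0.01% Tween-20 meets compound (up to 110 uM) for 30 min at RT before bead addition.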
PGK inhibitor: blocks T. brucei phosphoglycerate kinase; PGK/GAPDH coupled, Kinase-Glo luminescence, 60 min; Potency, µM (highest dose often 57.5 µM), without a hit: at the top dose activity change, negative = inhibition, most hits filed as inhibitors; 380,000 tested, 0.043% active; P07378; also: potency is read from the fitted curve at half-maximal effect; % is scaled to controls: 0 for no effect and ±100 for the full control effect; nearly all actives have a fitted effect of over 60% in size
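Recombinant glycosomal PGK reaction used 1,3-bisphosphoglycerate generated in-well by GAPDH (100nM final) in 100mM TEA pH 7.6, 5mM MgCl2, 0.01% Tween-20. After 60 minutes at room temperature, ATP was read by Kinase-Glo Plus luminescence end-point.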
G9a inh: blocks human histone lysine methyltransferase G9a; G9a H3K9 monomethylation, AlphaScreen, 2 h; AID 504332; 350,000 tested, 8.8% active; Potency, µM (top dose mostly 102 µM), inactives show top-dose activity, negative = inhibition, most hits filed as inhibitors; also: potency is read from the fitted curve at half-maximal effect; % is scaled to controls: 0 for no effect and ±100 for the full control effect; nearly all actives have a fitted effect of over 75% in size
Target sequence (Q96KQ7 913-1193 limits assumed): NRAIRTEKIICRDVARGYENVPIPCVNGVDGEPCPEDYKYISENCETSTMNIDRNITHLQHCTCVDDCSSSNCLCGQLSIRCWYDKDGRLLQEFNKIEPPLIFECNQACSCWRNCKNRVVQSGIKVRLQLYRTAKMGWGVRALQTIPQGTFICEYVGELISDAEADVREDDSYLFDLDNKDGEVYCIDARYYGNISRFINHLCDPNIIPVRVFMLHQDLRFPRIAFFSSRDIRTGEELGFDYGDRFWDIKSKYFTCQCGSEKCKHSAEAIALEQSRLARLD
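Using a bead-based AlphaScreen, monomethylated H3K9 product from 2 h room-temperature reactions (G9a 20 nM, peptide 500 nM, SAM 20 uM) was detected with 0.5 ug/mL rabbit anti-H3K9me1 antibody.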
Pol eta inh: DNA polymerase eta (human) inhibition; Q9Y253; recombinant Pol eta, fluorescent DNA replication assay; 390,000 tested, 1.2% active; Potency, µM (highest dose often 114 µM), without a hit: top-dose activity change, negative = inhibition, most hits filed as inhibitors; AID 588591; also: potency is read from the fitted curve at half-maximal effect; % is scaled to controls: 0 for no effect and ±100 for the full control effect
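Fluorescent replication assay: 50 nM final substrate added after a 15 min room-temperature compound preincubation with 10 nM enzyme. Signal taken at 0 min and again at 10 min.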
An asterisk follows results filed as active; i = inactive; ? = inconclusive; nt = no result given; & = joins results of further samples; [ ] = another dose, or the depositor's remark. Unless noted, calls follow the shape of the dose curve; as a rule, active = well fitted curve in the direction sought with a large enough effect; inconclusive = small, poorly fitted or top-dose-only effect, or another doubt; inactive = no such curve, though single readings can be large; an effect the other way counts as inactive or inconclusive. Some of the compounds tested, so the mix of outcomes need not match the whole.

Structure	HP1b chromo inh	GLS inhibitor	PI4K2A block	Pin1 inhibitor	JMJD2A Tudor	BAZ2B inh	PGK inhibitor	G9a inh	Pol eta inh
CC1CN(CC(=O)Nc2nc3ccccc3s2)CC(C)O1 (centres undefined)	34%	-13%	-2	8%	?	-30%	-1%	-10%	-13%
Cc1ccccc1-c1nc(CS(=O)CC(=O)NCCN2CCN(Cc3ccccc3)CC2)c(C)o1 (centres undefined)	47%	-2%	-8	0%	-18%	-8%	-1%	7%[59 µM]	-1%
CCOC(=O)C1=C(C)NC(=S)N(C(C)=O)C1c1ccc(OC)c(OC)c1 (centres undefined)	40%[activator]	2%	3	1%	-13%	-28%	5%	-3%	-15%
O=C(NCc1cccnc1)/C(=C/c1ccc(Cl)cc1)NC(=O)c1ccccc1	30%	-4%	-5	-6%	-24%	0%	-2%	13%	-6%
c1ccc(CCCc2nc(-c3ccccn3)no2)cc1	33%	4%	0	1%	-9%	3%	-10%	31%[activator][12.7 µM]	-3%
Cc1ccc(NC(=O)C2CCCN2S(=O)(=O)c2cccc3nsnc23)cc1Cl (centres undefined)	10%	-6%	-2	4%	-35%	?	-5%	?	-26%
CC(C)c1ccc(C2C3=C(CC(C)(C)CC3=O)NC3=C2C(=O)c2ccccc23)cc1 (centres undefined)	-36%	-5%	10	?	?	?	i	?	-9%
COc1ccc(CNC(=O)C(c2ccco2)N(C(=O)c2snc(C(N)=O)c2N)c2cccc(OC)c2)cc1 (centres undefined)	22%	12%	0	7%	-1%	3%	2%	15%	-10%
Cc1cc2ncn(C(=O)N3CCCC3)c2cc1C	18%	-11%	-1	-5%	-12%	7%	11%	19%[59 µM]	-6%
COc1cc(CCC(=O)Nc2cc(S(=O)(=O)N3CCOCC3)ccc2OC(C)C)cc(OC)c1OC	nt	-5%	-1	nt	nt	nt	i	nt	-4%
Cc1cc(C)c(NS(=O)(=O)c2c(C(=O)N3CCOCC3)c(C)n(C)c2C)c(C)c1	15%[57 µM]	-3%	-7	27%	-9%	-7%	7%	nt	-18%
CCc1ccc(S(=O)(=O)c2nnn3c2nc(Nc2ccc(F)cc2)c2cc(Cl)ccc23)cc1	34%	0%	-1	19%	1%	-1%	-2%	8%[59 µM]	-20%
O=C(O)CCC(=O)NNc1ccccc1[N+](=O)[O-]	17%	17%	-5	0%	-3%	0%	-8%	?	-3%
O=C(Oc1ccc(Br)cc1C(=O)/C=C/c1ccccc1F)c1ccco1	15%	-14%	50	0%	-25%	nt	-2%	nt	-16%
COc1ccc(/C=N/NC(=O)C(=O)Nc2ccccn2)cc1OC	15%	-1%	7	-7%	-28%	0%	3%	?	-15%
COCc1nnc(NC(=O)c2ccc(S(=O)(=O)N(C)Cc3ccccc3)cc2)o1	13%	25%	-2	-2%	-15%	?	-5%	16%[59 µM]	-8%
CCC1CCCCN1C(=O)CSc1nc(-c2ccc(OC)c(OC)c2)cc(C(F)(F)F)n1 (centres undefined)	87%[activator]	4%	2	?	22%	20%	-1%	20%[59 µM]	-18%
O=C(CNC(=O)c1ccc(Cl)cc1)N/N=C/C=C/c1ccccc1	56%[activator]	5%	-8	9%	-17%	4%	-1%	20%	-1%
CC(C)(C)C(=O)Nc1nnc(SCC(=O)NC2CC2)s1	1%	5%	4	-4%	-14%	4%	i	14%	-3%
C=CCSc1nnc(CNC(=O)c2ccccc2C)n1C(C)C	80%[activator]	-3%	-5	7%	-4%	1%	0%	9%	3%
COc1ccc(CNC(=O)c2ccc3c(c2)N(Cc2ccccc2)C(=O)c2ccccc2S3(=O)=O)cc1	50%[activator]	-3%	4	23%	5%	-13%	nt	-1%[59 µM]	nt
Cc1csc(SCC(=O)NC(C)c2ccc(F)cc2)n1 (centres undefined)	32%	-9%	4	-2%	-10%	-15%	-1%	-11%	-3%
CCCCCCC(=O)OCC(=O)c1ccc2c(c1)NC(=O)CO2	44%	-3%	-5	15%	-9%	-12%	1%	-5%	-19%
Cc1cc(C)c(C)c(OCCOCCNCc2ccccc2)c1	-17%	0%	-3	?	79µM*	?	-7%	?	-6%
COc1ccc(Cl)cc1-n1nnc(-c2nsc(NC(=O)c3ccccc3Cl)n2)c1C	30%	1%	0	36%[activator]	-2%	15%	2%	2%[59 µM]	-8%
CCCCC(CCC(=O)O)(C(=O)OCC)c1csc(Nc2ccc(OCC)cc2)n1 (centres undefined)	2%[57 µM]	-14%	-3	6%	-32%	?	0%	32µM*	-18%
Nc1ccn(CCCNC2CCN(Cc3ccccc3)CC2)c(=O)n1	nt	0%	-3	nt	nt	nt	3%	nt	-8%
CCOC(=O)C1=C(C(F)(F)F)Nc2ncnn2C1c1cccc(OC)c1OC (centres undefined)	33%&36%	11%&15%	-12&2	-2%&-2%	-6%	2%&5%	10%	3%&12%[59 µM]	-8%&-6%
CNc1oc(Cc2cccc3ccccc23)nc1C#N	1%	4%	1	14%	-29%	?	-5%	?	-8%
COc1ccc(C(=O)C2CCCN(Cc3cccn3-c3ccccn3)C2)c(C)c1 (centres undefined)	-14%	-8%	-1	-4%	-32%	?	-6%	nt	-16%
CCN(CC(=O)Nc1ccccc1C(=O)Nc1ccccc1)Cc1nc2ccccc2c(=O)[nH]1	20%	2%	-6	1%	-15%	-7%	-1%	6%	-5%
COc1ccc(-c2cc(C(=O)N(C)Cc3nc4ccccc4c(=O)[nH]3)c3ccccc3n2)cc1OC	44%[activator]	-14%	-1	-3%	-14%	nt	-1%	nt	-13%
OC1CCNC(=S)N1c1ccccc1 (centres undefined)	6%	-21%	1	-8%	-9%	-5%	i	1%	-7%
O=C1[C@@H](Oc2ccccc2)[C@@H](c2cnc3ccccc3c2)N1c1ccccc1	33%	-9%	-2	10%	-22%	nt	-8%	nt	-12%
NC(=O)C1CCN(C2=C(NS(=O)(=O)c3ccc(Br)cc3)C(=O)c3ccccc3C2=O)CC1	?	34%[activator]	-17	3%	79µM*	40µM*	-14%	nt	-18%
CCOc1ccc(S(=O)(=O)n2cnc3ccccc32)cc1	50%[activator]	-2%	-3	-7%	-2%	1%	i	?	-9%
Cc1cc(-c2ccccc2)nc2[n+]1CCN2C	31%	3%	2	1%	-6%	1%	0%	18%[59 µM]	-2%
CC(/C=C/c1ccccc1F)=N\NC(=O)c1cccc(F)c1	0%	3%	2	0%	-17%	7%	i	23%	-3%
CCc1ccc(C(=O)c2cnc3ccc(OC)cc3c2N2CCN(CC)CC2)cc1	19%	-4%	3	5%	-30%	50µM*	-4%	40µM*	-20%
CSCCOC(=O)COc1ccc(/C=N/NC(=O)c2nn(C)cc2Cl)cc1	26%	-7%	5	2%	-1%	-5%	-8%	40µM*	-15%
Cc1nn(-c2ccccc2)c(C)c1C(=O)OCC(=O)N1CC(=O)Nc2ccccc21	26%	-11%	2	3%	-19%	7%	-8%	-49%[59 µM]	7%
Cc1csc2c(=O)[nH]cnc12	57%[activator]	-1%	-5	-6%	-7%[11.4 µM]	-2%	i	-5%	-15%
Cc1cc(NS(=O)(=O)c2ccc(NC(=O)c3ccc(Cl)cc3[N+](=O)[O-])cc2)no1	12%	8%	5	-9%	-16%	-19%	i	-19%	-5%
CC[C@H](C)[C@H]1CNC(=S)N1CC1CCN(CCCCc2ccccc2)CC1	34%	6%	0	-2%	-11%	nt	-3%	nt	-18%
Cc1ccc(NC(=O)CSc2nc(=O)n(Cc3ccco3)c3c2CCC3)cc1F	5%	5%	-4	10%	-28%	-22%	-7%	-11%[59 µM]	-6%

Shown with two lines to a compound: 8 of the compounds above.
Sequence of screens: HP1b chromo inh | GLS inhibitor | PI4K2A block | Pin1 inhibitor | JMJD2A Tudor | BAZ2B inh | PGK inhibitor | G9a inh | Pol eta inh
NC(=O)C1CCN(C2=C(NS(=O)(=O)c3ccc(Br)cc3)C(=O)c3ccccc3C2=O)CC1
  ? | 34%[activator] | -17 | 3% | 79µM* | 40µM* | -14% | nt | -18%
CCOc1ccc(S(=O)(=O)n2cnc3ccccc32)cc1
  50%[activator] | -2% | -3 | -7% | -2% | 1% | i | ? | -9%
Cc1cc(-c2ccccc2)nc2[n+]1CCN2C
  31% | 3% | 2 | 1% | -6% | 1% | 0% | 18%[59 µM] | -2%
CC(/C=C/c1ccccc1F)=N\NC(=O)c1cccc(F)c1
  0% | 3% | 2 | 0% | -17% | 7% | i | 23% | -3%
CCc1ccc(C(=O)c2cnc3ccc(OC)cc3c2N2CCN(CC)CC2)cc1
  19% | -4% | 3 | 5% | -30% | 50µM* | -4% | 40µM* | -20%
CSCCOC(=O)COc1ccc(/C=N/NC(=O)c2nn(C)cc2Cl)cc1
  26% | -7% | 5 | 2% | -1% | -5% | -8% | 40µM* | -15%
Cc1nn(-c2ccccc2)c(C)c1C(=O)OCC(=O)N1CC(=O)Nc2ccccc21
  26% | -11% | 2 | 3% | -19% | 7% | -8% | -49%[59 µM] | 7%
Cc1csc2c(=O)[nH]cnc12
  57%[activator] | -1% | -5 | -6% | -7%[11.4 µM] | -2% | i | -5% | -15%
